Compound activity deposited in PubChem by The Scripps Research Institute Molecular Screening Center.
TCR CD3 inh: inhibitors of human TCR-CD3 interaction, primary screen, biochemical, fluorescence, TAMRA-labeled TCR probe; inhibition, % at 9.4 µM; 360,000 tested, 0.37% active; AID 651800, 2012; in the data active means inhibition above about 19%;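 further: recombinant mutant TCR 2C K166C tagged with TAMRA read by polarization; 0% = receptor in buffer alone and 100% = receptor with positive control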
PRMT1 FP inh: PRMT1 methyltransferase inhibitors, primary screen, biochemical, fluorescence polarization; recombinant PRMT1, activity-based probe fluorescence polarization; inhibition, % at 2.79 µM; 370,000 tested, 1.3% active; AID 652257, 2013;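 active means inhibition above about 21% made by adding two undisclosed values, limit read from the data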
SIAE inh: human SIAE inhibitors, primary screen, biochemical, fluorescence polarization, FP-Rh probe, 1536-well HTS | Sialate O-acetylesterase (Homo sapiens), Q9HAT2 | SIAE FP-Rh probe binding | inhibition, % at 9.66 µM | 370,000 tested, 0.69% active | AID 1053197, 2014;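 active means inhibition above a cutoff: mean of compounds within the control limits plus 3 SD of those, cut at about 17% in these data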;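 further: 0% = plate median of compound wells and 100% = probe without SIAE protein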
Target sequence (Q9HAT2 whole entry, looked up): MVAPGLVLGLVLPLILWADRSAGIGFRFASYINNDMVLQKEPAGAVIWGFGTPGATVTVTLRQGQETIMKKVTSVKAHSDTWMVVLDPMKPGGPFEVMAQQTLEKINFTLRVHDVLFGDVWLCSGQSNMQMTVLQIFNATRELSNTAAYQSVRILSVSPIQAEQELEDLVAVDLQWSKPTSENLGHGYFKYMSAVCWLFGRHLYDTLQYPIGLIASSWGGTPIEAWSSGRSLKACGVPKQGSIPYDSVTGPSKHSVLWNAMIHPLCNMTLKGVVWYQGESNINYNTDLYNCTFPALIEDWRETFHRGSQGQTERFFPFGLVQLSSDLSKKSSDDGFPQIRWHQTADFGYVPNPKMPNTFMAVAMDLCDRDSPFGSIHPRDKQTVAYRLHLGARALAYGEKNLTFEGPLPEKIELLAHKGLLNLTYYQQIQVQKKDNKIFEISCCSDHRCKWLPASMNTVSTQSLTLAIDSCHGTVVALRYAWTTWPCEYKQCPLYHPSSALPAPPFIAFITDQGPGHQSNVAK
Tn7 DDE FP: inhibitors of Tn7 peptide binding to fibrin DD(E), primary screen, biochemical, fluorescence polarization, human fibrin, Tn7 probe. Fibrinogen beta chain (Homo sapiens), P02675. FP displacement of FITC-Tn7 peptide from fibrin DD(E); 0% = median of compound wells per plate. inhibition, % at 8.3 µM. 370,000 tested, 0.13% active. AID 720508, 2013;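 active means inhibition above the mean of compounds falling within the control limits plus 3 SD of them, cut at about 14% in these data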;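 further: 0% = plate median of compound wells and 100% = 10 µM Aha-Tn7 peptide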
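Test system: human clot-derived fibrin DD(E) complex / Quantity: 2 µM final DD(E) protein / Incubation: 10 min plus 3 h, room temperature / Measured by: fluorescence polarization / Benchmarks: high control of 10 µM Aha-Tn7 peptide / Replicates: singlicate testing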
mABHD4 FP: ABHD4 inhibitors, primary screen, biochemical, fluorescence polarization, mouse; purified mABHD4, FP-Rh probe fluorescence polarization; inhibition, % at 8.92 µM; 370,000 tested, 0.54% active; (Lyso)-N-acylphosphatidylethanolamine lipase (Mus musculus), Q8VD66;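 active means inhibition exceeding the mean over every tested compound plus 3 SD, cut at about 30% in these data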;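 further: 0% = plate median of compound wells and 100% = S159A mutant with DMSO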
Target sequence (Q8VD66 whole entry, looked up): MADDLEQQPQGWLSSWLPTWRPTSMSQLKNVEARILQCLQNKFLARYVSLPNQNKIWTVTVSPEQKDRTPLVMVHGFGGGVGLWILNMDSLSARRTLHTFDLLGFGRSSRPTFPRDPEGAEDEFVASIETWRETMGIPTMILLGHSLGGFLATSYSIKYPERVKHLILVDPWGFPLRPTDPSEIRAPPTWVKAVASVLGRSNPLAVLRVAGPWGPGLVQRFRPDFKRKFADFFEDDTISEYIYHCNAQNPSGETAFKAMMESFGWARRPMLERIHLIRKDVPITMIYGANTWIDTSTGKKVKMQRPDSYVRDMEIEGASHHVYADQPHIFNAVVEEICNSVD
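assay system = mABHD4 protein | compound dosing = single nominal dose of 8.92 µM, 0.89% DMSO final | read-out basis = percent inhibition of probe binding, normalized to plate controls | schedule = Enzyme–compound pre-incubation 45 min, then probe 60 min, both 25 °C | detection = fluorescence polarization, excitation 525 nm, emission 598 nm, BODIPY TMR filters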
PG9 binder: binders of HIV-1 gp120 antibody PG9, primary screen, biochemical, TR-FRET | inhibition, % at 6.7 µM | HIV-1 gp120 / PG9 antibody interaction | 360,000 tested, 0.43% active | TR-FRET gp120-PG9 antibody binding; in the data active means inhibition above about 8.5%
HTRA1 inhibitor: HTRA1 serine protease inhibitors, primary screen, biochemical, fluorescence polarization, HTS | Q92743 | recombinant HTRA1, FP-rhodamine activity-based probe | inhibition, % at 5.96 µM | 340,000 tested, 0.5% active | AID 504803, 2011; in the data active means inhibition above about 36%;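 further: 0% = enzyme with DMSO and 100% = wells lacking enzyme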
UHRF1 MBD2 ctr: UHRF1 methylated DNA binding inhibitors, primary screen, counter-screen for MBD2 inhibitor project, biochemical, TR-FRET, human UHRF1, single concentration; E3 ubiquitin-protein ligase UHRF1 (Homo sapiens), Q96T88; UHRF1 binding to methylated oligo; inhibition, % at 4.4 µM; 370,000 tested, 0.75% active; AID 687016, 2013; in the data active means inhibition above about 21%;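 further: UHRF1 SRA domain binding a hemimethylated CpG hairpin DNA probe; 0% = median of test compound wells and 100% = reference inhibitor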
LEDGF integ inh: blockers of LEDGF/p75-dependent integrase strand transfer – biochemical, TR-FRET, high throughput, primary screen; HIV-1 integrase (with human LEDGF/p75); TR-FRET IN-LEDGF/p75 DNA integration, Eu/Cy5; inhibition, % at 3.7 µM; 370,000 tested, 0.64% active; AID 743269, 2014;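 active means inhibition above the screen-wide mean plus 3 SD, cut at about 13% in these data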;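 further: signal is the Cy5 over europium emission ratio at 671 and 618 nm; 0% = plate median of compound wells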
TDP2 absorb: human TDP2 enzyme inhibitors, primary screen, biochemical, epi absorbance, recombinant enzyme | T5PNP hydrolysis, p-nitrophenol absorbance 415 nm | 370,000 tested, 0.34% active | AID 720702, 2013 | inhibition, % at 12.8 µM | Tyrosyl-DNA phosphodiesterase 2 (Homo sapiens), O95551;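 active means inhibition above the mean of all tested compounds plus 3 SD, set per campaign, cut at about 25% in these data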;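 further: 0% = DMSO with enzyme and 100% = buffer with substrate but no TDP2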
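System – recombinant human TDP2 · Amount – 120 nM TDP2 per well · Buffer or medium – Mg2+-containing Tris-HCl buffer, pH 7.5 · Reagent – T5PNP substrate, 5 mM · Dosing – 12.8 µM single point, 1% DMSO · Incubation – 2 h at 37 °C · Measured by – epi absorbance · Read-out basis – percent inhibition · Benchmarks – high control without enzyme, low control DMSO plus TDP2 · Repeats – singlicate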
An asterisk follows results filed as active; . = no result given.

Compound	TCR CD3 inh	PRMT1 FP inh	SIAE inh	Tn7 DDE FP	mABHD4 FP	PG9 binder	HTRA1 inhibitor	UHRF1 MBD2 ctr	LEDGF integ inh	TDP2 absorb
CCCCCOc1ccc(CN2CCOCC2)cc1Cl	8	3	0	1	-1	-0.5	5	0	0	-1
N/C(=N\OC(=O)c1ccc2c(c1)OCO2)c1cccnc1	7	-1	5	1	2	0.6	5	1	-1	1
COC(=O)NCC(c1ccc2c(c1)OCO2)N1CCN(c2ccccc2)CC1 (centres undefined)	6	-2	1	-1	-4	-0.2	6	20	1	-1
O=[N+]([O-])c1ccc(N2CCN(c3ccc(Cl)nn3)CC2)cc1NC1CC1	0	-1	-6	-9	5	-3.3	2	1	1	-6
CC(=O)Nc1cc(NC(C)=O)c(CC(C)C)s1	4	1	11	1	-4	-1.9	0	-2	-2	7
CC(=O)c1c(Cl)nc2cccc3c2c1-c1ccccc1C3=O	18	-1	9	-4	8	-0.9	15	-3	3	-16
COc1ccc(C(=O)COC(=O)c2ccc(Cl)nc2)c(OC)c1	2	4	-7	-2	-13	-0.7	-7	3	-1	-9
Cc1cccc(C(=O)OCc2cncs2)c1	9	1	-1	-4	3	0.2	6	-2	1	-2
S=c1[nH]cc(-c2ccccc2)n1-c1ccccc1Cl	6	8	5	0	9	-0.1	4	-1	0	0
CC(C(=O)c1ccccc1)[n+]1cccc(Br)c1 (centres undefined)	-2	-8	16	-4	2	-1.2	3	0	1	-12
Cc1ccc(NC(=O)/C=C/c2ccc(S(=O)(=O)N3CCOCC3)cc2)cc1S(=O)(=O)N(C)C	-1	3	-50	-3	-27	-1.3	-27	-1	-1	3
COC(=O)[C@@H](Cc1ccccc1)NC(=O)Cn1cc(C)c(=O)[nH]c1=O	2	-3	2	5	-2	0.1	5	-1	0	-11
Cc1nc(N)sc1-c1nnc(SCC(=O)Nc2nccs2)n1C	-5	-1	4	1	1	-0.6	-3	-2	3	7
O=C(CN1CCOCC1)N1CCCc2ccccc21	-1	-1	6	-2	8	0.4	9	-3	1	11
O[C@H](COc1ccc(OC(F)(F)F)cc1)CN1CCC(C(O)(c2ccccc2)c2ccccc2)CC1	.	-1	5	-4	12	.	.	-1	3	-4
O=C(O)CC(Cc1ccccc1)C(=O)Nc1ccc([N+](=O)[O-])cc1 (centres undefined)	-6	2	2	3	2	-2.4	0	2	-2	7
O=C(O)CCC(=O)Nc1ccc(OCC2CCCO2)cc1 (centres undefined)	-4	1	2	-5	7	-0.8	0	2	-1	7
O=C(Nc1ccccc1C(=O)N1CCCC1)c1ncoc1-c1cccc(Cl)c1	2	-1	-10	2	-6	-0.8	-21	-1	-1	5
Cc1ccc(CCC(=O)Nc2ccc(C)c(C)c2)o1	3	-1	4	-1	-5	0.3	2	-3	2	8
O=C(CSc1nc(=O)n(CCCN2CCOCC2)c2c1CCCC2)Nc1ccc(F)cc1	2	-1	8	5	-3	0.5	2	-3	2	7
CCOc1ccccc1CNc1nc2ccccc2n1C	3	-4	8	-2	-2	-3.3	1	0	8	-5
CCC[C@H]1[C@@H](NCC2CCCCC2)CC[C@@]23CCCN2C(=O)CCC[C@@H]13	.	-3	-3	-10	-1	.	.	-1	0	-8
N/C(=N\OC(=O)Cc1cccc2ccccc12)c1ccccn1	-1	0	5	7	1	1.4	-5	0	1	4
Nc1nnc(SCC(=O)Nc2ccc(Cl)c(C(=O)O)c2)s1	0	3	1	3	5	-1.0	2	11	-3	0
O=C1/C(=C\c2ccco2)SC(=S)N1Cc1ccccc1	-10	19	6	2	1	-0.7	22	1	3	-2
Cc1nnc(NC(=O)CSc2nc(C(C)C)nc3sc(C)c(C)c23)s1	2	0	-4	0	-1	-3.2	2	2	5	-6
Cc1ccc(-c2nn(-c3cccc(F)c3)cc2CNCc2cccnc2)o1	-1	4	-8	-6	3	-1.3	-15	-1	-3	-2
Cc1oc(-c2ccccc2Cl)nc1CN1CCCC1c1ccc(F)cc1 (centres undefined)	-4	2	-4	-6	-10	0.9	-18	6	-1	0
CCn1c2ccc(F)cc2c2nc3ccccc3nc21	3	-2	0	2	-1	-0.8	-22	-2	1	-1
O=C1CCCC2=C1C(c1ccc(O)cc1)c1c(ccc3ccccc13)N2 (centres undefined)	-7	6	4	-9	-7	-1.7	.	3	6	-13
CC(C)CCNS(=O)(=O)c1cc2c3c(c1)CCN3C(=O)CC2	0	-2	-4	-5	-5	-1.4	7	-2	-3	5
COc1ccc(NC(=O)N(C)C[C@@H]2OCc3cn(nn3)CCCC(=O)N([C@H](C)CO)C[C@H]2C)cc1	32*	65*	10	2	11	-0.7	4	6	-1	1
CCCOc1ccc(C2C(C(=O)c3ccc(C)o3)=C(O)C(=O)N2Cc2ccco2)cc1OCC (centres undefined)	-3	-1	1	-2	9	7.2	2	-3	5	-1
CCOc1ccc(N(C(C)C(=O)N/N=C(\C)C(C)(C)C)S(C)(=O)=O)cc1 (centres undefined)	2	-3	10	-3	1	-1.3	5	-2	-3	-3
O=C(Nc1ccc(Br)cc1)c1csc(-c2ccncc2)n1	8	-3	-4	-3	-23	-3.0	-33	-2	2	1
C=CCn1c2ccccc2c2nnc(SCC(=O)OCN3C(=O)c4ccccc4C3=O)nc21	-3	-1	3	2	-4	-0.6	3	7	1	0

Full records as entered above. Screens in order: TCR CD3 inh, PRMT1 FP inh, SIAE inh, Tn7 DDE FP, mABHD4 FP, PG9 binder, HTRA1 inhibitor, UHRF1 MBD2 ctr, LEDGF integ inh, TDP2 absorb
CC(=O)c1c(Cl)nc2cccc3c2c1-c1ccccc1C3=O is listed as 18, -1, 9, -4, 8, -0.9, 15, -3, 3, -16
Cc1oc(-c2ccccc2Cl)nc1CN1CCCC1c1ccc(F)cc1 (centres undefined) is listed as -4, 2, -4, -6, -10, 0.9, -18, 6, -1, 0

Other structures:
Compound	TCR CD3 inh	PRMT1 FP inh	SIAE inh	Tn7 DDE FP	mABHD4 FP	PG9 binder	HTRA1 inhibitor	UHRF1 MBD2 ctr	LEDGF integ inh	TDP2 absorb
O=C(NC1CCCCC1)C(c1ccc2ncccc2c1)N(Cc1ccccc1)C(=O)c1cccs1 (centres undefined)	3	-1	8	0	-4	-1.9	-15	-4	-1	-12
CCOC(=O)CC(=O)CSc1nc(C)cc(C)c1C#N	0	3	3	-5	7	0.8	11	0	5	-2
COc1cc(Cl)ccc1NC(=S)N(CCN(C)C)C(C)c1ccncc1 (centres undefined)	-1	13	-1	-1	-2	-0.2	0	4	-7	-11
CCCNC(=O)CSc1nnc(-c2ccc(F)cc2)o1	2	-1	-2	-6	-1	-1.7	-6	0	3	4
O=C(NC1CCCCC1)C(c1cccs1)N(C(=O)c1ccco1)c1ccc2c(c1)OCCO2 (centres undefined)	-8	7	7	-6	-3	-0.1	-5	-5	1	-2
CCOC(=O)C1CCN(S(=O)(=O)c2ccc3c(c2)NC(=O)C(C)S3)CC1 (centres undefined)	-9	4	0	2	0	0.3	3	1	-3	-7
CCOc1ccc(/C=C2/SC(=S)N(n3c(C)ccc3C)C2=O)cc1	-5	2	3	-4	12	-1.6	0	-1	-4	-1
O=C(CCNC(=O)c1ccco1)Nc1ccccc1	2	1	5	2	0	-0.3	5	1	-2	-6
CC(c1ccccc1F)n1cc(C(=O)NCCCn2ccnc2)nn1 (centres undefined)	-2	3	-6	-5	-11	-0.7	7	6	-8	-14
CC(C)N(C(=O)/C=C/c1cccc([N+](=O)[O-])c1)C(C)C	6	-5	1	6	0	0.4	3	-4	3	6
COc1ccccc1NC(=O)C1CCCN(c2nc(C)cc(C)n2)C1 (centres undefined)	1	2	0	2	-16	1.2	-4	6	-3	-8
Cc1cccc(C)c1N1CCN(C(=O)Cn2cncn2)CC1	-2	-2	1	-5	1	-0.5	3	-4	2	12
CCCCCC(=O)Nc1cccc(C2=NOC3(C2)C[C@@H](C(N)=O)N(C(=O)c2cc([N+](=O)[O-])cc([N+](=O)[O-])c2)C3)c1 (some centres undefined)	9	0	3	-9	4	-0.2	-4	-2	-2	5
CC(NC(=O)c1cccc(S(=O)(=O)N(C)C)c1)c1nc2ccccc2[nH]1 (centres undefined)	1	15	-6	4	-3	0.0	-4	3	4	-8
O=C(/C=C/c1cccc(O)c1)c1cccnc1	0	8	-2	6	6	-2.6	0	1	-3	-9
